# UDG counter = blocks uracil-DNA glycosylase in AID counter-screen; FRET deamination/UDG coupled assay, UDG read, 4 h; Potency, µM (titrated, usually from 115 µM), for the others: at the top dose activity change, negative = inhibition, actives largely listed as inhibitors; actives 0.14% (n = 91,000); note: nearly all actives have a fitted effect of over 65% in size
# AID inhibitor = inhibitors of human activation induced cytidine deaminase; Q9GZX7; AID deamination FRET fluorescence, UDG-coupled, 4 h; Potency, µM (top dose mostly 115 µM), for inactives: at the highest dose activity change, negative = inhibition, hits mostly inhibitors; AID 1347428; actives 0.32% (n = 91,000); note: nearly all actives have a fitted effect of over 25% in size
# Target sequence (Q9GZX7 whole entry, looked up): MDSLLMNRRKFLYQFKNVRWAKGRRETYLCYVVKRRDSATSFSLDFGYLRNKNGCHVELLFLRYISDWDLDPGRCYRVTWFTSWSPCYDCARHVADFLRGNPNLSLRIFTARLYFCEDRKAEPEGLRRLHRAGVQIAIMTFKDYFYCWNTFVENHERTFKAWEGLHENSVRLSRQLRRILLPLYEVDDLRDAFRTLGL
# * marks the source's active call; other numbers are inactive results; ? = inconclusive; & = joins results of further samples; [ ] = dose if it differs, or a comment. Calls come from the whole dose curve; as a rule, active = well fitted curve in the direction sought with a large enough effect; inconclusive = small, poorly fitted or top-dose-only effect, or another doubt; inactive = no such curve, though single readings can be large; an effect the other way counts as inactive or inconclusive. % is set by controls: 0 for no effect and ±100 for the full control effect; potency is the fitted concentration of half-maximal effect. A portion of the library; the hit share may differ from the screen's.
entry	Structure	UDG counter	AID inhibitor
1	CCc1ccccc1NC(=O)Cn1c(=O)n(CC2CCC(C(=O)NCCc3ccccc3)CC2)c(=O)c2ccccc21 (configuration not stated)	-7.9%	31.7%[activator]
2	CCc1ccc(NC(=O)c2ccc(F)c(S(=O)(=O)NCc3ccc(Cl)c(Cl)c3)c2)cc1	2.5%	21.2%
3	CCOCCCNC(=O)C(c1ccc(OC)cc1)N(Cc1ccc2c(c1)OCO2)C(=O)c1ccccc1O (configuration not stated)	-0.5%	8.6%
4	CCN(CC)S(=O)(=O)c1ccc(C)c(NC(=S)Nc2ccc(F)c(F)c2F)c1	1.7%	4.5%
5	O=C(OCC(=O)N1CCCC1=O)c1cc(-c2cccs2)nc2ccccc12	-6.4%	-8.5%
6	O=C1CC(c2ccccc2)Sc2ccccc2N1Cc1ccc(F)cc1 (configuration not stated)	-10.3%	?
7	CCc1ccc(OCCNC(=S)NC2CC2)cc1	1.8%	2.0%
8	Cc1ccc(CN2CCCn3nc(C(=O)NCCc4cccc(C)c4)cc3C2=O)cc1	0.5%	-13.2%
9	COc1ccc(Cn2cc(C(=O)c3ccc(OC)cc3)c(=O)c3cc4c(cc32)OCCO4)cc1	-5.8%	?
10	CC(C)(C(=O)O)N1CCOCC1	-5.7%	-8.3%
11	Cc1nn2c(-c3ccccc3)cc(-c3ccccc3)nc2c1-c1ccc(Cl)cc1	-4.9%	-19.2%
12	COc1ccc(/C=C(/C#N)C(=O)OCc2c(Cl)cccc2Cl)cc1	-2.0%	-3.7%
13	COc1cc(OC)c(NC(=O)NCC(=O)N2CCc3ccccc32)cc1Cl	-2.2%	-10.4%
14	Cc1ccc(NCc2cc3cc4c(cc3n(CC(=O)Nc3ccc(F)cc3F)c2=O)OCCO4)cc1	11.1%	128.1%[activator]
15	COc1ccc2cnn(CC(=O)Nc3ccccc3F)c(=O)c2c1OC	0.6%	-10.6%
16	Cc1ccc(C(=O)N2CCN(c3oc(C4CC4)nc3C#N)CC2)cn1	-1.5%	0.7%
17	Cc1cccc(N2CCN(C(=O)COCc3cc(-c4ccc5c(c4)OCO5)on3)CC2)c1C	-8.9%&0.0%	?
18	Cc1cc(C)cc(NS(=O)(=O)c2ccc3c(c2)OCC(C(=O)N2CCCC2)O3)c1 (configuration not stated)	4.1%	8.6%
19	Cc1ccc(N/N=C/c2ccc(F)cc2F)cc1Cl	-7.2%	-9.2%
20	Cc1ccc(-c2nc3ncccn3c2Nc2ccc3c(c2)OCCO3)cc1	-7.8%	-7.7%
21	CC1CCCCC1NC(=O)C1CCC1 (configuration not stated)	-2.2%	-5.0%
22	CN1CCN(CCNC(=O)c2cnn(-c3cccc(Cl)c3)c2C2CCN(C(=O)OC(C)(C)C)CC2)CC1	-16.0%	-10.4%
23	COC(=O)c1[nH]c2ccc(Cl)cc2c1NC(=O)C(C)N1CCC2(CC1)OCCO2 (configuration not stated)	-0.6%	-4.2%
24	CCn1c(Cc2ccccc2)nnc1SC(C)c1nc2ccccc2c(=O)[nH]1 (configuration not stated)	-1.4%	0.9%
25	CCOc1ccc(-c2cn3c(n2)sc2cc(C(=O)NC4CCCc5ccccc54)ccc23)cc1 (configuration not stated)	4.3%	5.1%

# Pulled by compound from above, 2 records:
entry	Structure	UDG counter	AID inhibitor
25	CCOc1ccc(-c2cn3c(n2)sc2cc(C(=O)NC4CCCc5ccccc54)ccc23)cc1 (configuration not stated)	4.3%	5.1%
4	CCN(CC)S(=O)(=O)c1ccc(C)c(NC(=S)Nc2ccc(F)c(F)c2F)c1	1.7%	4.5%

# The main list resumes, repeating the 7 entries before the break.
entry	Structure	UDG counter	AID inhibitor
19	Cc1ccc(N/N=C/c2ccc(F)cc2F)cc1Cl	-7.2%	-9.2%
20	Cc1ccc(-c2nc3ncccn3c2Nc2ccc3c(c2)OCCO3)cc1	-7.8%	-7.7%
21	CC1CCCCC1NC(=O)C1CCC1 (configuration not stated)	-2.2%	-5.0%
22	CN1CCN(CCNC(=O)c2cnn(-c3cccc(Cl)c3)c2C2CCN(C(=O)OC(C)(C)C)CC2)CC1	-16.0%	-10.4%
23	COC(=O)c1[nH]c2ccc(Cl)cc2c1NC(=O)C(C)N1CCC2(CC1)OCCO2 (configuration not stated)	-0.6%	-4.2%
24	CCn1c(Cc2ccccc2)nnc1SC(C)c1nc2ccccc2c(=O)[nH]1 (configuration not stated)	-1.4%	0.9%
25	CCOc1ccc(-c2cn3c(n2)sc2cc(C(=O)NC4CCCc5ccccc54)ccc23)cc1 (configuration not stated)	4.3%	5.1%
26	Cc1ccc(-n2nnnc2C2(Nc3ccccc3C)CCCCC2)cc1	-1.2%	-10.8%
27	Cc1cccc(NC(=O)C2CCCN(S(=O)(=O)c3cccc4nonc34)C2)c1C (configuration not stated)	-4.1%	5.1%
28	N#Cc1c(C(F)(F)F)cc(-c2cccs2)nc1SCC(=O)Nc1cccc(Cl)c1	-2.1%	3.5%
29	COC(=O)c1ccc(NC(=O)CC2C(=O)N(c3cccc(OC)c3)C(=O)N2Cc2cccs2)cc1 (configuration not stated)	-0.4%[57.5 µM]	5.3%
30	CC(=O)N1CCN(c2ccccc2NC(=O)c2ccc(-c3ccccc3)cc2)CC1	-12.4%	-24.6%
31	CC(=O)c1c(C)n(-c2cccc(Cl)c2)c2ccc(OC(=O)c3ccccc3)cc12	-18.1%	-14.2%
32	COC(=O)c1ccc(NC(=O)C(=O)NCCc2csc(-c3ccc(F)cc3)n2)cc1	-5.7%	-7.1%
33	COc1ccc(/C=C/c2nc(C#N)c(NCc3ccc(F)cc3)o2)cc1OC	-9.9%&-2.0%	-16.2%&8.6%
34	CCCCOc1ccccc1C1CC(=O)Nc2cc(OC)c(OC)cc21 (configuration not stated)	-11.9%	-3.8%
35	CN1C(=O)C2(CC(=O)Nc3c2cnn3Cc2ccc(Cl)cc2)c2c(Cl)cccc21 (configuration not stated)	0.1%	-7.1%
36	CC(=O)N1CCc2cc(Br)cc(S(=O)(=O)N3CCC(C(=O)Nc4cccc(C)c4C)CC3)c21	-1.2%[57.5 µM]	2.5%
37	Cc1ccc(S(=O)(=O)C(CNC(=O)COc2ccc(Cl)cc2)c2ccco2)cc1 (configuration not stated)	?	?
38	CCC1CCCCN1Cc1c(O)ccc2c(=O)c(Oc3ccccc3Cl)c(C(F)(F)F)oc12 (configuration not stated)	7.7%	-13.3%
39	CCOc1ccc(CCNC(=O)CS(=O)(=O)Cc2nc(-c3cccc(Cl)c3)oc2C)cc1	-17.6%	-4.5%
40	CC(=O)c1ccc2c(c1)Cc1ccccc1-2	-0.2%	11.0%
41	CCOc1ccccc1CNC(=O)Cc1ccc(NC(=O)N2CCCCc3ccccc32)cc1	-22.9%	-26.4%
42	N#Cc1ccc(C(=O)N2CC=C(c3c[nH]c4ccccc34)CC2)cc1	-6.7%	52.4%[activator]
43	c1ccc2oc(CSc3ccc4c(c3)OCCCO4)nc2c1	-6.9%	-10.6%
44	CCOc1ccccc1Nc1sc(C(=O)c2ccc(Cl)cc2)c(N)c1C#N	-8.7%	0.4%
45	O=C(NC1CCN(C(=O)c2cc(-c3ccccc3)nc3ccccc23)CC1)c1ccccc1	-12.8%	-22.6%
46	Cc1ccc(-n2[nH]c(C)c(C3SCc4cc(C)c(C)cc4CS3)c2=O)cc1	7.6%	-4.8%
47	CCOC(=O)C(NC(=O)C1C2CC3CC(C2)CC1C3)C(=O)OCC (configuration not stated)	0.3%	-4.3%
48	CCOc1ccc(CN2C(=O)c3ccccc3Sc3ccc(C(=O)NC4CCC(C)CC4)cc32)cc1 (configuration not stated)	-20.8%	9.3%
49	CCCCN(C)CC1CCN(C(=O)Nc2ccc(F)cc2)CC1	3.4%	-2.3%
50	CC(C)(C)NC(=O)c1cnn2c(C(F)F)cc(-c3ccccc3)nc12	-9.0%	-8.9%
51	O=C(COc1ccccc1Cl)N(Cc1ccco1)Cc1ccco1	-5.6%[57.5 µM]	?
52	Cc1cccc(CCNC(=O)CCc2c(C)nc3c(-c4ccc(F)cc4)c(C)nn3c2C)c1	-5.7%	-5.7%
53	Cc1cccc(-n2ncc(C(=O)Nc3ccc4c(c3)OCO4)c2C2CCN(C(=O)OC(C)(C)C)CC2)c1	61.1%[activator]	65.4%[activator]
54	CCOC(=O)c1ccc(N2C(=O)c3n[nH]c(-c4cccs4)c3C2c2ccc(CC)cc2)cc1 (configuration not stated)	-5.6%	-21.5%
55	CC(=O)CNC(C)(C)C(C)=O	-20.1%	4.7%
56	COc1cccc(/C=C/c2nc(C#N)c(N3CCC(C(N)=O)CC3)o2)c1	20.8%	0.4%
57	CCN(CC)CCN1C(=O)c2ccccc2NC1c1cccc(F)c1 (configuration not stated)	0.5%	0.4%
58	O=C(Nc1c(C(=O)Nc2cccc(C(F)(F)F)c2)oc2ccccc12)c1cc(=O)c2ccccc2o1	-5.5%	-1.5%
59	N#CCc1ccc(NC(=O)CNc2ccccc2C(N)=O)cc1	-1.7%	-1.3%
60	NC(=S)N/N=C1\C2C3C(Br)C4C5CC(C1C53)C24 (configuration not stated)	-8.2%	0.3%
61	CCc1cccc(-n2c(=O)c3cccnc3n2CC(=O)Nc2c(C)cc(C)cc2C)c1	1.4%	8.7%
62	FC(F)(F)c1ccc(Cl)c(N/N=C/c2ccccc2C(F)(F)F)c1	-2.3%	-6.1%
63	CCC(=O)N1CCc2cc(Br)cc(S(=O)(=O)CCC(=O)NCCc3ccccc3Cl)c21	-16.1%	-7.2%
64	CC(C)CCSc1nnc2n(-c3ccccc3)c(=O)c3c4c(sc3n12)CC(C)CC4 (configuration not stated)	-8.9%	7.5%
65	CCCCCCCCCCCCCCSCC(=O)O	-3.6%	?
66	Cc1cc(=O)n2nc(N3CCC(C(=O)NCCCOC(C)C)CC3)sc2n1	-20.3%	88.1%[activator]
67	Cn1nc(C(=O)NCc2ccccc2Cl)c2c1-c1ccccc1S(=O)(=O)C2	-13.2%	?
68	COC(=O)c1ccccc1NC(=O)NCc1ccc2c(c1)CCN2C(=O)c1ccccc1	-20.8%	?
69	NC(=O)c1ccc(NC(=O)CSc2ccc3ccccc3n2)cc1	9.1%	2.2%
70	COCCn1c(SCC(=O)Nc2cccc(C)c2C)nc2c(oc3ccccc32)c1=O	3.5%	4.2%
71	CC(=O)NCc1ccc(-c2csc(Nc3ccc(Cl)cc3)n2)s1	-3.7%	2.5%
72	CCOC(=O)Cn1nc(C)c(NC(=O)COc2ccccc2)c1C	?	1.5%
73	Cc1nc(C)c(-c2ccc(SCC(=O)Nc3ccc(Cl)c(Cl)c3)nn2)s1	3.5%[57.5 µM]	9.9%
74	CC(C)CNc1oc(-c2ccccc2Cl)nc1C#N	-4.3%	-22.5%
75	O=C(NCC1CCCO1)c1c[nH]c2ccc(S(=O)(=O)Nc3cccc(C(F)(F)F)c3)cc2c1=O (configuration not stated)	6.9%[57.5 µM]	-0.4%

# Next structures follow:
entry	Structure	UDG counter	AID inhibitor
76	O=C1CSc2ccc(S(=O)(=O)CCC(=O)N(CCc3ccccc3)Cc3ccccc3)cc2N1	6.9%	-10.0%
77	CCNC(=O)Cc1ccc(NC(=O)N2CCCCc3ccccc32)cc1	?	-14.2%
78	CCc1ccc(S(=O)(=O)c2nnn3c2nc(NC2CCCCCC2)c2sccc23)cc1	23.8%	5.4%
79	COc1ccc(CC(=O)c2ccc(O)c(C)c2O)cc1	-3.3%	-7.2%
80	Cc1ccccc1-c1cc(=O)c2cc(NC(=O)c3cccs3)ccc2o1	15.4%	11.5%
81	COc1cccc(CNC(=O)CSc2nc(C3CC3)nc3ccccc23)c1	5.2%	0.0%
82	Cc1oc(-c2cccc(Cl)c2)nc1CN1CCC(C(=O)NC(C)c2ccccc2)CC1 (configuration not stated)	?	6.9%
83	CCc1cc(CC)n(-c2nc3c(c(=O)n(CCOC)c(=O)n3C)n2C)n1	10.4%	-1.3%
84	N#Cc1nc(/C=C/c2cccs2)oc1NC1CCCCC1	-1.0%	-5.9%
85	CC(C)CC(=O)Nc1ccccc1OCc1cc(=O)n2ccccc2n1	-1.7%	10.3%
86	CCN(c1ccccc1)S(=O)(=O)c1cc(C(=O)Nc2ccc(Br)cc2)ccc1F	-8.9%	-7.1%
87	Cc1ccc(CN2CCN(C3CCNCC3)C(=O)C2=O)cc1	11.8%	2.8%
88	CN(C)C1(c2nnnn2-c2ccc3c(c2)OCCO3)C2CC3CC(C2)CC1C3 (configuration not stated)	-15.6%	-4.5%
89	COc1cc(OC)c(NC(=O)Cn2cnc3sc(C)c(S(=O)(=O)N4CCC(C)CC4)c3c2=O)cc1Cl	1.0%	-9.1%
90	O=C(NCCc1ccccn1)c1cccc(F)c1	0.7%	-4.0%
91	C/C=C/C[N+](C)(C/C=C/C)CC(=O)C(C)(C)C	2.2%	2.9%
92	CCn1c(SCC(=O)c2ccc(C#N)cc2)nnc1-c1ccccc1	3.1%	0.7%
93	COc1ccc(NC(=O)Cn2nnc(C(=O)Nc3ccc(F)c(Cl)c3)c2N)cc1OC	1.6%	6.0%
94	COc1ccc(Cl)cc1NC(=O)CCN1C(=O)c2ccccc2Sc2ncccc21	3.5%	-5.2%
95	COC(=O)c1cc2sc(C)cc2n1Cc1cccc(OC)c1	-4.4%&-6.1%	-3.1%&-13.3%
96	O=C(NC1CCCC1)c1ccc(CSc2nc3cccnc3n2Cc2cccc(F)c2)cc1	-12.0%	?
97	Cc1ccccc1NC(=O)c1sc2nc3c(cc2c1N)CCCC3	-9.3%	-4.3%
98	CC(C)(C)c1cc(SCc2ccc(C#N)cc2)cc(C(C)(C)C)c1O	-4.8%	-7.0%
99	Cc1nc2c(C(=O)O)cnn2c(C)c1Cc1ccccc1	1.7%	4.9%
100	Fc1cccc(OCc2nnc(-c3ccc(Br)cc3)o2)c1	0.1%	-8.6%
101	O=[N+]([O-])c1cc(S(=O)(=O)Nc2ccc(Cl)cc2)ccc1N/N=C/c1ccccc1	-4.9%	-10.0%

# Screening data: PubChem, National Center for Advancing Translational Sciences (NCATS)
